# ABHD5 PLIN5 PPI: inhibitors of human ABHD5-perilipin-5 interaction; AID 602281; Q00G26+Q8WTS1; hit rate 0.78% among 360,000; Split G. princeps luciferase complementation, luminescence, 4 h; inhibition, % at 4 µM;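 active = inhibition above the mean inhibition across every tested compound plus 3 SD, cut at about 22% in these data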;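 also: 0% = DMSO only wells and the 100% control is not disclosed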
# Target sequence (Q00G26 whole entry, looked up): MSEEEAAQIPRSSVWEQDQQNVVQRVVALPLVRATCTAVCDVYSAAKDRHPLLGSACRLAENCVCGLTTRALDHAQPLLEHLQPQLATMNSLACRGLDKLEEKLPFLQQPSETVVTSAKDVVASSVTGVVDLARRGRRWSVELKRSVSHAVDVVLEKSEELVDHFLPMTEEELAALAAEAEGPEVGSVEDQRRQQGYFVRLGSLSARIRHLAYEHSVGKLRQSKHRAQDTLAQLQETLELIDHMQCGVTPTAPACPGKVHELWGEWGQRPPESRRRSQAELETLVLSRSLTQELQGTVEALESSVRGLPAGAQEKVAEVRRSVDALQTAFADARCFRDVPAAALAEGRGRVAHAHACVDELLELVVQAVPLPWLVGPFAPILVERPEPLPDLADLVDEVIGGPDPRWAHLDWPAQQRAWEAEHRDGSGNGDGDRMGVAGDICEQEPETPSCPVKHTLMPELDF
# Target sequence (Q8WTS1 whole entry, looked up): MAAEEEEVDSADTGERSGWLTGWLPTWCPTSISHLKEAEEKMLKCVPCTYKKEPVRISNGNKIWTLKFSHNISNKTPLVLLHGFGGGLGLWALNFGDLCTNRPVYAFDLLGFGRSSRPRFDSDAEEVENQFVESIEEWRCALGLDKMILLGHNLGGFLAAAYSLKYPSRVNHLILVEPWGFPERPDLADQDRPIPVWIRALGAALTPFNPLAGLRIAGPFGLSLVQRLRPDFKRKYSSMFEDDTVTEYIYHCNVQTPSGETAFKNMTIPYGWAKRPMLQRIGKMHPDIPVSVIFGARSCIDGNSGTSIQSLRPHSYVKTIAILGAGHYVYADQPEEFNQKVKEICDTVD
# NCOA3 inh: inhibits human SRC3 coactivator. HEK293 GAL4-SRC3 luciferase reporter, luminescence. inhibition, % at 3.6 µM. hit rate 0.17% among 360,000. AID 588352;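 active = inhibition above a per-campaign cutoff, the mean of all compounds plus 3 SD, cut at about 60% in these data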;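 also: 0% = DMSO-treated cells and 100% = gossypol-treated cells at 36 µM; higher means less SRC3-driven luciferase light from the GAL4 reporter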
# NCOA2 inhibitor: inhibits human steroid receptor coactivator 2; hit rate 0.17% among 370,000; Q15596; inhibition, % at 9 µM; HEK293 GAL4-SRC2 luciferase reporter, luminescence; AID 651957;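 active = inhibition above the mean inhibition of all tested compounds plus 3 SD, set per campaign, cut at about 52% in these data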;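 also: 0% = DMSO treated cells and 100% = cells given Gossypol at 36 µM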
# SRC1 inh: inhibits human SRC1 coactivator; Q15788; HEK293 GAL4-SRC1 luciferase reporter, luminescence; inhibition, % at 3.6 µM; hit rate 0.12% among 360,000;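 active = inhibition above the campaign mean plus 3 SD, with each screening campaign given its own cutoff, cut at about 60% in these data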;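 also: 0% = DMSO treated cells and 100% = gossypol at 36 µM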
# NOD2 RIPK2 PPI: NOD2-RIPK2 protein interaction inhibition | hit rate 0.38% among 360,000 | CHO BLA complementation NOD2-RIPK2, CCF4 ratio | inhibition, % at 4.98 µM | AID 624267; in the data active = inhibition above about 21%;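 also: 0% = vehicle only and 100% = reference blocker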
# NR5A2 inv ag: suppresses constitutive activity of human LRH-1; hit rate 0.13% among 360,000; inhibition, % at 3.6 µM; AID 602396; HEK293T StAR-luciferase reporter, LRH-1 transfected, 24 h; O00482;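 active = inhibition above the mean inhibition of all tested compounds plus 3 SD, cut at about 73% in these data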;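 also: 0% = DMSO wells and 100% = reporter-only cells lacking LRH-1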
# NR2F2 inh: NR2F2 (human) inhibition, primary screen; P24468; HEK293T NGFI-A luciferase reporter, luminescence; inhibition, % at 8.6 µM; hit rate 0.7% among 370,000; AID 686940;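 active = inhibition above a per-plate cutoff, mean inhibition of test wells between control levels plus 3 SD, cut at about 38% in these data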;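 also: cells cotransfected with COUP-TFII expression vector driving the NGFI-A reporter; 0% = median of COUP-TF2 test wells and 100% = reporter-only cells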
# MC4R antag cAMP: blocks human MC4R cAMP signaling; MC4R-expressing cells, MTII-stimulated cAMP, LANCE TR-FRET; AID 540295; inhibition, % at 6.5 µM; hit rate 0.48% among 360,000; P32245;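 active = inhibition above its plate's cutoff, the mean of tested wells on that plate plus 3 SD, cut at about 29% in these data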;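 also: 0% = Melanotan II alone and 100% = Melanotan II plus saturating MCL0020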
#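 material = U2OS cells stably expressing human melanocortin 4 receptor (MC4R) | also added = Melanotan II challenge | dosing = single nominal compound dose of 6.5 µM | detection = TR-FRET with Eu-cAMP and labeled anti-cAMP, 671 nm | replication = singlicate | timing = compound 30 min, challenge 1 h, detection 1 h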
# LMP1 NFkB inh: inhibitors of Epstein-Barr LMP1-induced NF-kappaB reporter. inhibition, % at 12.5 µM. AID 504558. hit rate 0.69% among 350,000. LMP1-induced NF-kappaB luciferase reporter cells, luminescence; in the data active = inhibition above about 41%;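 also: 0% = neutral control wells and 100% = reference inhibitor control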
# TLR9-MyD88 block: inhibitors of human TLR9-MyD88 binding; Q9NR96+Q99836; CHO BLA complementation TLR9-MyD88, CCF4 FRET ratio; inhibition, % at 4.98 µM; hit rate 0.21% among 340,000; AID 504734;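 active = inhibition above the mean over all tested compounds plus 3 SD, cut at about 21% in these data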;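 also: 0% = DMSO only wells and 100% = clavulanate BLA inhibitor control wells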
# MC4R ag barr: agonists of human melanocortin 4 receptor (MC4R) beta-arrestin; hit rate 0.98% among 360,000; U2OS MC4R beta-arrestin complementation, luminescence; percent of melanotan II response, DMSO zero; activation, % at 8.9 µM; P32245;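 active = activation above a per-plate cutoff, the mean activation of sample wells on that plate plus 3 SD, cut at about 8% in these data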
# * marks the source's active call; other numbers are inactive results; · = not tested or not shown.
SMILES,ABHD5 PLIN5 PPI,NCOA3 inh,NCOA2 inhibitor,SRC1 inh,NOD2 RIPK2 PPI,NR5A2 inv ag,NR2F2 inh,MC4R antag cAMP,LMP1 NFkB inh,TLR9-MyD88 block,MC4R ag barr
COc1ccc(N(C(=O)c2ccco2)C(C(=O)NC2CCCC2)c2cccs2)cc1 (stereo not given),-3,-17,29,-13,-7,-17,6,7,-3,9,-1.4
CC(=O)Nc1ccc(C(=O)NNC(=O)c2csc(N3CCOCC3)n2)cc1,-9,11,-8,-2,-11,8,4,9,2,8,0.5
Cc1ccc(CNC(=O)C2CCC(=O)N(CCc3cccc(F)c3)C2)cc1 (stereo not given),-7,-5,-3,-43,2,23,7,4,-9,0,-0.2
CCS(=O)(=O)c1c([N+](=O)[O-])ncn1C,20,-5,2,-7,1,15,-8,17,-4,-6,-1.0
COc1ccc(NC(=O)CCS(=O)(=O)c2cc3c(cc2Cl)NC(=O)CO3)cc1OC,6,2,16,6,-7,6,-20,-7,4,12,-1.6
CSc1nc(NS(=O)(=O)c2cc(C)c(Cl)cc2Cl)nn1C,0,-5,-12,-17,-15,16,19,2,-8,2,-4.1
Cc1ccc(C(=O)O)cc1NC(=O)Nc1cccc2ccccc12,-3,-24,-9,-2,-3,4,-8,-1,-6,0,-1.6
COc1ccccc1N1CCN(S(=O)(=O)CCNC(=O)c2cc(=O)c3ccccc3o2)CC1,1,-13,-11,22,8,-12,15,8,7,-4,-2.5
Cn1c(=O)n(C)c2cc(/C=N/N=C3/NC(=O)C(CC(=O)O)S3)ccc21 (stereo not given),-5,-10,-5,-13,-3,-1,-5,4,-3,-9,-0.3
Cc1ccccc1N=C(NOCc1ccc(Cl)cc1Cl)c1nonc1N,-20,14,7,9,-11,10,11,12,23,3,-2.9
CN(C)CCNC(=O)C(=O)NCC(c1ccc2c(c1)OCO2)N1CCN(c2ccc(F)cc2)CC1 (stereo not given),0,-9,-5,-3,-2,0,0,17,0,-3,1.1
CCNC(=S)N(Cc1ccco1)Cc1cc2cc(OCC)ccc2[nH]c1=O,-1,14,5,-9,8,-3,1,5,-4,1,-2.8
CCOCCCNC(=O)c1ccc(N(C)S(=O)(=O)c2ccc(OC)cc2)cc1,2,5,-8,-17,-3,20,5,4,-6,-1,-2.3
CN1CCc2c(sc3nc(NN)n(Cc4ccccc4)c(=O)c23)C1,0,11,1,3,0,-3,23,-4,0,4,-1.0
CCc1c(C)sc(NC(=O)CCc2ccc(OC)cc2)c1C(N)=O,1,1,-11,-11,-5,8,1,3,4,-2,-1.0
O=C(C[C@@H]1C/C=C/CC[C@@H](Cc2ccc(F)cc2)C(=O)O[C@@H](c2ccccc2)CNC1=O)NCCO,2,13,-3,-6,-3,-4,-6,6,1,-14,-0.5
COc1ccccc1NC(=O)C(C/C=C(\C)Cl)C(C)=O (stereo not given),7,24,8,-25,-12,-6,8,0,-4,-3,-0.4
CC(C)(C(=O)c1ccccc1)/[N+]([O-])=C/c1ccc(F)cc1,-5,7,11,0,-1,0,-3,-1,-29,3,4.6
C/C(=N\Nc1cc(-c2ccccc2)nc(-c2ccc(Br)cc2)n1)c1cccc(N)c1,5,2,14,-3,-3,28,7,-3,-15,-1,-2.2
O=c1c2ccccc2ncn1-c1ccc2c(c1)OCCO2,5,-48,-1,-33,-2,-48,-4,9,0,6,0.1
CC1Cc2ccccc2N1C(=O)C12CCC(C)(C(=O)C1)C2(C)C (stereo not given),8,-5,1,-7,-13,10,9,-1,-19,3,1.4
CC(C)(C)NC(=S)NNC(=O)c1ccc2ncccc2c1,-3,-54,-27,-56,-5,-129,-14,5,-17,-6,-2.4
Cn1nnc(NC(=S)NC(=O)Cc2ccccc2)n1,-2,8,6,15,0,-4,-2,-5,-9,·,-3.3
CSc1ncc(Cl)c(C(=O)NCc2ccc3c(c2)OCO3)n1,8,1,14,-2,-6,10,8,2,13,-3,-0.9
O=C(c1cc2cc([N+](=O)[O-])ccc2oc1=O)n1cccn1,-4,16,12,3,4,2,-5,9,-5,10,-1.3
COc1ccccc1OCc1ccc(C(=O)N2CCN(C)CC2)o1,2,6,0,-13,-8,-6,-5,0,2,10,-3.6
CN(c1ccc(C(=O)NCCSCc2ccco2)cc1)S(C)(=O)=O,3,-25,-34,-31,-18,-16,5,7,-18,-5,-1.3
c1ccc2c(c1)[nH]c1nc(SCCN3CCOCC3)nnc12,-2,-17,-24,-6,-8,5,-18,8,-3,2,-0.5
O=C(NN=C1CCCC1)c1sc2ccccc2c1Cl,1,-10,0,-1,0,3,-14,-5,-16,7,-3.1
COc1cc(OC)c(-n2cc(-c3ccc(Cl)cc3)[nH]c2=O)cc1Cl,-7,2,1,-3,-6,4,-1,7,7,-3,1.8
Cc1cc(Oc2ccc(=O)[nH]n2)nc(Cl)n1,3,4,-17,-9,4,-6,9,5,-2,0,-1.5
CSCCC(C(=O)Nc1c(C)cccc1C)N(Cc1ccccc1)Cc1ccccc1 (stereo not given),-3,26,3,13,0,17,1,·,·,·,·
Nc1cc(N2CCOCC2)c(Cl)cc1[N+](=O)[O-],-1,18,-20,-1,-3,4,1,2,-1,9,-0.4
COc1ccc(CN2C(=O)C(CC(=O)NCc3cccs3)CC(C(=O)N3CCOCC3)=C2C)cc1 (stereo not given),-1,1,-1,8,-6,20,-1,-2,4,4,-0.9
CCC(=O)Nc1nc(CC(=O)Nc2ccccc2)cs1,-11,12,16,-4,-2,6,-12,2,3,2,-1.7
COc1ccc(-c2sc3cc(OC)c(OC)cc3c2C#CCO)cc1,-4,0,-30,-21,5,4,-13,7,1,-6,18*
CN(Cc1ccccc1F)C(=O)c1sccc1-c1ccccc1,-1,3,7,-18,-5,-15,12,-1,-17,-6,-1.1
CN(Cc1ccccc1)C(=O)c1ccccc1NC(=O)c1ccco1,8,17,9,-9,-17,-14,24,4,-2,-7,0.4
COc1ccc(CCNC(=O)C2CCCN(c3ncccn3)C2)cc1 (stereo not given),-1,8,14,-19,1,6,-9,2,-8,-4,-4.1
O=S(=O)(/N=C(/Sc1ccccc1)c1ccccc1)c1ccccc1,7,4,17,6,-1,10,14,-6,6,-4,-2.9
Cc1csc(NC(=O)c2cc3c(C)nn(Cc4ccccc4Cl)c3s2)n1,-8,-8,3,5,1,-26,-9,-4,-7,12,-2.0
CSc1nc2ccsc2c(=O)n1-c1ccccn1,-1,2,4,-12,0,-1,0,8,1,0,-2.9
Cc1cc(=O)oc(C)c1C(=O)OC(C(=O)c1ccccc1)c1ccccc1 (stereo not given),-4,15,-28,5,0,0,-9,14,12,-11,2.4
Cc1nn2c(nc1=O)SCC(c1ccccc1)=N2,-2,-14,-20,-41,-4,-43,-20,-5,-16,-5,1.3
O=C(c1ccco1)N1CCN(S(=O)(=O)c2ccc3c(c2)CCN3C(=O)C2CC2)CC1,-1,17,-3,-4,0,14,10,-7,3,-5,-0.1
Cc1ccc(NC(=O)CS(=O)CC(=O)NCCCN(C)c2ccccc2)cc1 (stereo not given),2,10,-1,-11,-2,2,4,-1,-4,4,-1.1
O=C(COc1ccc(Br)cc1Cl)NC(=S)Nc1ccccn1,-8,-34,-67,-43,-7,-84,-6,-1,-28,-13,0.7
COc1ccccc1CNc1ccc(N2CCOCC2)c(C(=O)O)c1,-6,-2,0,10,-16,2,9,4,0,6,-0.8
CCOc1ccc(S(=O)(=O)N2CCCC(C(=O)N3CCOCC3)C2)cc1C (stereo not given),-4,-17,-4,-20,-1,-2,24,-1,-7,-1,-1.2
CCC1CCCCN1C(=O)CCS(=O)(=O)c1ccccc1 (stereo not given),-5,-44,-15,-65,-10,-80,-22,8,1,-4,-0.7

# Entries of single compounds as entered above. Order of screens: ABHD5 PLIN5 PPI, NCOA3 inh, NCOA2 inhibitor, SRC1 inh, NOD2 RIPK2 PPI, NR5A2 inv ag, NR2F2 inh, MC4R antag cAMP, LMP1 NFkB inh, TLR9-MyD88 block, MC4R ag barr
# Listed for Cc1nn2c(nc1=O)SCC(c1ccccc1)=N2 = -2, -14, -20, -41, -4, -43, -20, -5, -16, -5, 1.3
# Listed for O=C(c1ccco1)N1CCN(S(=O)(=O)c2ccc3c(c2)CCN3C(=O)C2CC2)CC1 = -1, 17, -3, -4, 0, 14, 10, -7, 3, -5, -0.1

# Next results:
SMILES,ABHD5 PLIN5 PPI,NCOA3 inh,NCOA2 inhibitor,SRC1 inh,NOD2 RIPK2 PPI,NR5A2 inv ag,NR2F2 inh,MC4R antag cAMP,LMP1 NFkB inh,TLR9-MyD88 block,MC4R ag barr
CN(C(=S)NC(=O)c1ccccc1Br)C1CCCCC1,-10,-2,·,-10,-20,-1,·,2,-7,9,-0.5
COC(=O)CN(n1cnnc1)S(=O)(=O)c1ccc(C)cc1,-4,4,-6,-13,9,-4,13,0,12,-4,-0.2
NC1=NC[C@H](CC2CCCCC2)N1CCc1cc(C(F)(F)F)cc(C(F)(F)F)c1,-12,26,6,4,-19,25,-24,10,7,2,9.3*
Cc1ccc(NC(=O)CCSc2nnc(Cc3ccccc3)o2)cc1,-5,8,-16,0,-10,25,22,6,-7,3,1.4
O=C(C1CCN(S(=O)(=O)c2cccs2)CC1)N1CCN(c2ccccc2)CC1,7,-24,-1,-3,7,7,-4,-4,0,0,-0.7
CCNCc1cc2cc(C)ccc2[nH]c1=O,4,-13,-16,7,1,-6,-6,8,-4,2,-0.1
O=C(c1ccccc1)N(c1ccccc1)c1ccccc1O,-7,9,-16,-11,8,-11,-6,19,2,8,1.9
COc1ccc2[nH]c(C(=O)O)c(NS(=O)(=O)c3ccc(C)cc3C)c2c1,1,-11,-41,-28,-9,6,23,18,6,-6,-0.8
NCc1csc(Nc2cc(Oc3ccccc3)ncn2)n1,-4,-44,-3,-9,5,-24,-9,-1,·,·,-1.0
N#Cc1c(NC(=O)c2ccco2)sc2c1CCC2,-8,-111,-62,-92,-7,-125,-39,-4,-5,1,-2.7
Cc1ccc(C2=NN3C(C(=O)c4ccccc4)Oc4ccccc4C3C2)cc1 (stereo not given),-11,-21,-22,-49,1,-96,-36,-1,-30,3,-1.8
[O-][n+]1onc2c1CCc1[nH]c(-c3ccccc3)nc1-2,0,0,-3,-9,-7,8,-20,2,-55,-7,0.6
Cc1ccc(CNC(=O)Nc2ccc3c(c2)N(C)C(=O)CS3)cc1,-11,9,1,-5,27*,-18,4,10,2,0,2.2
Cc1nc(NC(=O)CSc2nnc(C3CC3)n2N)c(Cl)cc1Cl,3,-3,-6,-7,-12,9,0,4,-4,2,-1.2
C[C@@H]1Cn2cnc(C(=O)Nc3ccccc3)c2C(=O)N1,0,-5,-31,-7,6,-6,3,20,6,-3,0.8
c1coc(-c2ncc[nH]2)c1,8,4,-2,7,-6,-8,-5,1,-3,-3,-0.3
CCn1c(SCC(=O)Nc2ccc(OC)c(OC)c2)nnc1-c1cnccn1,-6,-4,-8,-2,2,8,4,0,0,2,0.1

# Screening results from PubChem.

# An excerpt, so the mix of outcomes need not match the whole.
